Screening data from PubChem.
TDP1 cell CPT: qHTS for Inhibitors of human tyrosyl-DNA phosphodiesterase 1 (TDP1): qHTS in cells in presence of CPT | chicken DT40 Tdp1-/-;hTDP1 cells + 20 nM CPT, ATP luminescence, 48 h | Potency, µM (series often up to 46.2 µM), for inactives: at the top dose activity change, negative = growth inhibition, usual class: inhibitors | 420,000 compounds, 12% hits | AID 686979, 2013; note: nearly all actives have a fitted effect of over 55% in size
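Cell growth measured by CellTiter-Glo luminescence after a minimum 48 h, 37 C compound exposure with 20 nM CPT in Tdp1-knockout DT40 cells stably expressing hTDP1, seeded 400/well; qHTS titration format.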
TDP1 cell noCPT: qHTS for Inhibitors of human tyrosyl-DNA phosphodiesterase 1 (TDP1): qHTS in cells in absence of CPT. DT40 Tdp1-/- hTDP1 cells, no CPT, ATP luminescence, 48 h. Potency, µM (highest dose often 46.2 µM), for inactives: at the highest dose activity change, negative = growth inhibition, hits mostly inhibitors. 420,000 compounds, 15% hits; note: nearly all actives have a fitted effect of over 55% in size
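A cellular qHTS used chicken DT40 cells lacking endogenous Tdp1 but carrying stably transfected human TDP1. Compounds were applied without camptothecin, and cell growth kinetics were judged by ATP-dependent luminescence after ≥48 hr.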
TDP1 inh: qHTS Assay for Inhibitors of Tyrosyl-DNA Phosphodiesterase (TDP1). AID 485290, 2010. Tyrosyl-DNA phosphodiesterase 1 (Homo sapiens), Q9NUW8. Potency, µM (highest dose often 130 µM), for the others: at the top dose activity change, negative = inhibition, usual class: inhibitors. recombinant TDP1, AlphaScreen DNA substrate cleavage. 350,000 compounds, 0.28% hits; note: nearly all actives have a fitted effect of over 40% in size
Target sequence (Q9NUW8 whole entry, looked up): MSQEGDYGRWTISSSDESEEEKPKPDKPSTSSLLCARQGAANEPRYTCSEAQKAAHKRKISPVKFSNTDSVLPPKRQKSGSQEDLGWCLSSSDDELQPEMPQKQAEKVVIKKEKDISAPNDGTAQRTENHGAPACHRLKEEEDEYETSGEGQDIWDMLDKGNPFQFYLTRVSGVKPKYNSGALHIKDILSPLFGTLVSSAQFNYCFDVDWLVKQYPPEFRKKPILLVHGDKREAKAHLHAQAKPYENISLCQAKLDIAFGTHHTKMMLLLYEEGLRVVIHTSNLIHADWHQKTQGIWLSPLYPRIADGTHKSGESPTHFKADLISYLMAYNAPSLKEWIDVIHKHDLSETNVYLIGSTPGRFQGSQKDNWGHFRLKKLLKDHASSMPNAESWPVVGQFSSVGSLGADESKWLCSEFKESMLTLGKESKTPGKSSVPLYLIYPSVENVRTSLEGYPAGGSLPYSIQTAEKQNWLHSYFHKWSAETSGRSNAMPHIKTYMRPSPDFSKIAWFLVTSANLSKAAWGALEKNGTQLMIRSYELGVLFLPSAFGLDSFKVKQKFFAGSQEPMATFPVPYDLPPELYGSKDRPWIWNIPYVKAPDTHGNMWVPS
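Steps: enzyme plus compound, 15 min RT; add biotin/phosphotyrosine-FITC oligonucleotide (15 nM final), react 5 min; add donor/acceptor beads (10 ug/ml final), 10 min; read AlphaScreen. Tdp1 at 1 nM final.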
An asterisk follows results filed as active; ? = inconclusive; nt = not tested or not shown; [ ] = remark or other dose. Calls come from the whole dose curve; as a rule, active = well fitted curve in the direction sought with a large enough effect; inconclusive = small, poorly fitted or top-dose-only effect, or another doubt; inactive = no such curve, though single readings can be large; an effect the other way counts as inactive or inconclusive. % is set by controls: 0 for no effect and ±100 for the full control effect; potency is the fitted concentration of half-maximal effect.

SMILES | TDP1 cell CPT | TDP1 inh | TDP1 cell noCPT
CC(=O)c1ccc(NC(=O)Cn2c3ncccc3c(=O)n2-c2ccc(C)cc2)cc1 | 16µM* | 3% | 16µM*
CC1=C(c2ccc(F)cc2)S(=O)(=O)NC1=NCc1ccccc1Cl | -23% | 3% | -30%
O=C(COC(=O)c1cc(S(=O)(=O)N2CCCC2)ccc1O)Nc1ccc(SC(F)F)cc1 | -1% | 2% | -1%
Cc1cccc(/N=C/c2ccccn2)n1 | 6% | nt | 4%
CCOC(=O)c1cnn(CCOC(=O)c2cccc(F)c2)c1NC(=O)c1cccc(F)c1 | 0% | 3% | -26%
O=C(NC1CCCC1)c1ccc2c(c1)N(Cc1ccccc1F)C(=O)c1ccccc1S2 | ? | 3% | 15µM*
Cc1cccc(NC(=O)N2CC(=O)Nc3sc4c(c3C2c2ccccc2)CCCC4)c1C (centres undefined) | ? | 11% | ?
CC(C)C1C(=O)N(Cc2cn(CCC3OCCO3)nn2)CCS(=O)(=O)N1Cc1ccc(-c2ccc(Cl)c(Cl)c2)cc1 (centres undefined) | 2.1µM* | nt | 0.92µM*
CCOC(=O)N1CCN(C(=O)c2n[nH]c(=O)c3ccccc23)CC1 | -17% | 2% | -14%
COc1ccc(C(=O)c2[nH]c(N)c(C(=O)NCCc3c[nH]c4ccccc34)c2-c2ccccc2Br)cc1 | 13µM* | nt | ?
CCCOc1ccc(F)cc1-c1cc(C(=O)Nc2ccc(OC)c(OC)c2)[nH]n1 | 21µM* | nt | ?
O=C(OCCc1cc2ccccc2c(=O)o1)c1ccc2c(c1)OCO2 | ? | 0% | ?
O=C(N[C@@H](Cc1ccccc1)C(=O)CCl)OCc1ccccc1 | 2.3µM* | 10%[56.1 µM] | 2.3µM*
N#Cc1ccc(N2C(=O)[C@@H]3C(C(=O)C(c4ccccc4)c4ccccc4)=NN[C@@H]3C2=O)cc1 | -1% | 5% | ?
O=C(O)c1ccc(CN2CCOCC2)o1 | -4% | 2% | -8%
CC(C)OC(=O)N(C)C[C@@H]1OCc2cnnn2CCCC(=O)N([C@H](C)CO)C[C@@H]1C | -1% | nt | 0%
COc1cccc(N2C(=O)C3ON(c4ccccc4)C(c4cccs4)C3C2=O)c1 (centres undefined) | -20% | 1% | -13%
CNC(=O)c1sc2ncccc2c1-n1cccc1 | -22% | 5% | ?
Cc1ccc(NC(=O)N2CCC(CN3CCC(C)CC3)CC2)cc1F | -12% | 5% | -1%
Cc1cccc(NC(=O)c2cccc(C(=O)Nc3cccc(C)c3C)n2)c1C | -23% | nt | -7%

One compound at a time, from the list above:
Cc1cccc(NC(=O)N2CC(=O)Nc3sc4c(c3C2c2ccccc2)CCCC4)c1C (centres undefined) in the list: TDP1 cell CPT: ?; TDP1 inh: 11%; TDP1 cell noCPT: ?
Cc1cccc(/N=C/c2ccccn2)n1 in the list: TDP1 cell CPT: 6%; TDP1 inh: nt; TDP1 cell noCPT: 4%

Other structures:
SMILES | TDP1 cell CPT | TDP1 inh | TDP1 cell noCPT
Clc1ccc(OCCCNCc2ccccc2)c(Br)c1 | 15µM* | 2% | 16µM*
CCC(=O)Oc1ccc2c(c1)OC1(OC(C)=O)OC(C)CC1=C2C (centres undefined) | -21% | 2% | 0%
Cc1ccccc1-c1ccc2ncnc(N3CCN(C)CC3)c2c1 | ? | nt | 16µM*
NS(=O)(=O)c1ccc(CCNC(=O)COC(=O)Cc2ccc(Cl)cc2)cc1 | -16% | nt | 4%
CCCNC(=O)c1cc(S(=O)(=O)N2CCc3ccccc32)cn1C | 23µM* | nt | 18µM*
COc1ccc(N2CCN(C(=O)NC3CC(=O)N(c4ccc(OC)cc4)C3)CC2)cc1 (centres undefined) | ? | 2% | -16%
CCOC(=O)C1=C(C)NC2=C(C(=O)CCC2)C1c1ccc(N(C)C)cc1 (centres undefined) | -13% | 7% | -16%
CC(OC(=O)CCN=C1NS(=O)(=O)c2ccccc21)C(=O)Nc1ccc(F)c(F)c1F (centres undefined) | -1% | -3% | 11%
COCCNC(=O)C(c1ccc(F)cc1)N(Cc1ccco1)C(=O)CCC(=O)Nc1ccccn1 (centres undefined) | 0% | -9% | -9%
O=C(CN1CCN(Cc2ccccc2)CC1)N1CCCc2ccccc21 | -16% | nt | ?
CN(C(=O)c1cccc(NC(=O)Cc2cccc(NC(=O)C3CCN(C(=O)C4CCCCC4)CC3)c2)c1)C1CCC1 | -28% | nt | -15%
COC(=O)Nc1nc(C)c(C(=O)c2ccccc2)s1 | 8.2µM* | 3% | 12µM*
CC(C)CC1Nc2ncnc(N3CCN(c4ccccc4)CC3)c2N(Cc2ccc(Br)cc2)C1=O (centres undefined) | 16µM* | nt | 18µM*
O=C(Nc1ccccc1Cl)NC1(C(=O)N2CCCC2)CCCCC1 | 2% | -2% | 1%
CCOC(=O)c1ccc(N/C(=N\S(=O)(=O)c2ccc(F)cc2F)c2ccccc2)cc1 | ? | 5% | ?
COc1ccc(S(=O)(=O)n2[nH]c(=O)c(CCO)c2C)cc1 | -6% | 0% | 24%
Cc1ccc(S(=O)(=O)N(C)c2ccc(C(=O)Nc3cccnc3)cc2)cc1 | ? | 6% | -23%
COCCNc1c(-c2cc3ccc(C)c(C)c3[nH]c2=O)nc2ccccn12 | ? | 1% | 18µM*
COc1ccccc1CCn1cnc(Cc2ccccc2)c1C(C)C | 7.3µM* | nt | 7.3µM*
O=C(CN1CCC(C(=O)O)CC1)Nc1ccccc1Oc1ccccc1 | 5% | 9% | -2%

Shown with each value named: entries from further up
Cc1ccc(S(=O)(=O)N(C)c2ccc(C(=O)Nc3cccnc3)cc2)cc1
  TDP1 cell CPT: ?
  TDP1 inh: 6%
  TDP1 cell noCPT: -23%
COCCNc1c(-c2cc3ccc(C)c(C)c3[nH]c2=O)nc2ccccn12
  TDP1 cell CPT: ?
  TDP1 inh: 1%
  TDP1 cell noCPT: 18µM*

(continued)
SMILES | TDP1 cell CPT | TDP1 inh | TDP1 cell noCPT
CC(=O)NC(c1cccc([N+](=O)[O-])c1)c1c(OC(C)=O)ccc2ccccc12 (centres undefined) | -28% | nt | ?
COc1ccc(CN=C2NN=C(c3ccccc3)CS2)cc1 | 3% | 6% | ?
Oc1ccc(O)c(-c2cnns2)c1 | 15µM* | 5% | ?
O=C(C1COc2ccccc2O1)N1CCN(c2nc3c(F)cc(F)cc3s2)CC1 (centres undefined) | 21µM* | -1% | 15µM*
CC(C)(C)NC(=O)C1c2ccccc2OCC(=O)N1Cc1ccccc1 (centres undefined) | -4% | nt | -10%
COc1ccc(N2CCN(S(=O)(=O)/C=C/c3ccccc3)CC2)cc1 | -18% | 6% | -9%
O=C1Nc2ccccc2SC1c1ccccc1 (centres undefined) | -5% | nt | -18%
Cc1ccc(N2CC(C(=O)OCC(=O)C(C)(C)C)CC2=O)cc1C (centres undefined) | -20% | 2% | -7%
COc1ccc(C(=O)CC2(O)C(=O)N(CCc3ccccc3)c3ccc(Br)cc32)cc1OC (centres undefined) | 16µM* | nt | ?
O=C(c1c(F)cccc1F)N1CCN(CCOc2ccccc2)CC1 | -28% | nt | ?
O=C(Cn1cnc2c(nnn2Cc2ccc(F)cc2)c1=O)N1CCCc2ccccc21 | ? | 0% | ?
Cc1ccccc1-c1nc2ccccc2o1 | -4% | 2% | -7%
Cc1onc(-c2c(F)cccc2Cl)c1C(=O)N1CCCc2ccccc21 | ? | 4% | 18µM*
O=S(=O)(c1cccc2nonc12)N1CCCCCC1 | ? | 3% | ?
COC(=O)CCN(C(=O)c1cccc([N+](=O)[O-])c1)c1ccccn1 | 5% | 2% | -15%
CCN1C(=O)C(CC(=O)NC)N(NC(=O)c2ccccc2)C1=S (centres undefined) | 2% | 4% | -10%
CCOC(=O)COc1ccc(N)cc1CC(NC(C)=O)(C(=O)OCC)C(=O)OCC | -16% | 6% | 3%
O=C(CSc1nc2[nH]ncc2c(=O)[nH]1)NCc1ccccc1Cl | 0% | 2% | 2%
COc1ccc(Cc2nnc(SC(C)C(=O)Nc3ccc(F)cc3Cl)o2)cc1 (centres undefined) | 4% | nt | 2%
CCCC(=O)N1CCN(c2ccc(NC(=O)c3ccc(Br)o3)cc2)CC1 | -15% | 2% | -17%
Cc1ccc(NC(=O)c2cc(C(C)(C)C)nn2Cc2ccccc2)cc1 | ? | 0% | 29µM*
CCOc1ccc(S(=O)(=O)Nc2ccc(-c3ccc(OC)nn3)cc2)cc1 | ? | 8% | ?
Cc1ccccc1NC(=O)Cn1nc(C)n2cccc2c1=O | -3% | 3% | 5%
CC(C)C(c1nnnn1C1CCCCC1)N1CCOCC1 (centres undefined) | -13% | -6% | -4%
O=C(CSc1nnc(-c2cccnc2)n1Cc1ccco1)Nc1nc(-c2ccc(F)cc2)cs1 | ? | 5% | ?
Cc1cc(NC(=O)CCN2C(=O)/C(=C\c3ccccc3)SC2=S)no1 | -25% | 5% | -20%
Cc1nc(-n2nnc3ccccc32)c2c3c(sc2n1)CCCC3 | -4% | -1% | -2%
COCCOC(=O)CSc1ncccc1-c1nc2cc(C)c(C)cc2[nH]1 | ? | 5% | -18%
O=C(Cn1c(=O)ccc2cc(S(=O)(=O)N3CCCC3)ccc21)Nc1ccccc1 | ? | 7% | -4%
Nc1ccnc2c1ncn2[C@@H]1O[C@H](CO)[C@@H](O)[C@H]1O | 12µM* | 4% | 4.6µM*
Cn1cc(C(=O)Nc2ccc(Cl)cc2)c(C(F)(F)F)n1 | -27% | -3% | -6%
CC(C)(C)NC(=O)CN(Cc1cccs1)C(=O)CCN1CCc2ccccc21 | ? | 1% | -21%
COC(=O)c1sccc1NC(=O)C1C2C=CC(O2)C1C(=O)O (centres undefined) | 13% | 0% | -19%
COc1ccc(OC)c(NC(=O)CNC(=O)Cn2cnc3sc(C)cc3c2=O)c1 | 2% | 0% | 2%
N=c1sccn1CC(=O)Nc1cc(S(=O)(=O)N2CCCCC2)ccc1Cl | 2% | -5% | 5%
CSc1ccc(CNCCN2CCOCC2)cc1 | -5% | 0% | -17%
Cc1ccc(-c2cc(C(F)(F)F)n3nc(C(=O)NCC45CC6CC(CC(C6)C4)C5)cc3n2)cc1 | -15% | -2% | -19%
CCc1ccc(NC(=O)C(=O)NCCN2CCN(Cc3ccc([N+](=O)[O-])cc3)CC2)cc1 | 10µM* | -1% | 9.2µM*
CC1CCC2(CC1)NC(CO)(CO)CO2 (centres undefined) | 4% | 2% | -7%
O=[N+]([O-])c1cc(C(F)(F)F)cc([N+](=O)[O-])c1N1CCN(S(=O)(=O)c2ccccc2)CC1 | ? | 4% | ?
COc1cccc(C(=O)NCC(=O)N/N=C(\C)Cc2ccccc2)c1 | 4% | 0% | 2%
CC(=O)c1ccc(N2CCN(c3nc4c(S(=O)(=O)c5ccccc5)nnn4c4ccc(Cl)cc34)CC2)cc1 | -5% | 7% | -23%
O=C(CN1C(=O)/C(=C\c2ccccc2F)SC1=S)Nc1nc2ccccc2s1 | -6% | 8% | -17%
CCc1nn(CC(=O)N2CCN(c3ccc(OC)cc3)CC2)c(=O)c2cc3sccc3n12 | -27% | 2% | 1%
COc1ccc([N+](=O)[O-])cc1NC(=O)CCN1CCOCC1 | -1% | nt | -17%
COc1cccc(NC(=O)C(NCC(C)(C)CN(C)C)c2ccccc2)c1 (centres undefined) | -11% | nt | -4%
Cc1cc(C)cc(Cn2c3ccc(NC(=O)NCCc4cccs4)cc3c(=O)n2C)c1 | 16µM* | nt | ?
CC(C)[C@@H](C(=O)OCC(=O)Nc1ccc2c(c1)OCO2)N1C(=O)c2ccccc2C1=O | 0% | 6% | -18%
CCCCN1CCCCC1(C)C(=O)NCc1cccs1 (centres undefined) | -2% | nt | 4%
c1cc(C2OCCN2CC2COC3(CCCC3)O2)ccn1 (centres undefined) | 0% | -2% | -20%
COc1cc(SC)ccc1C(=O)NC1CCCCC1 | ? | -6% | ?
COc1ccc(CCC(C)N2CCC(CO)(Cc3ccccc3)CC2)cc1 (centres undefined) | ? | 5% | ?
COc1ccc(NC(=O)c2cc(S(=O)(=O)NCC3COc4ccccc4O3)ccc2F)cc1 (centres undefined) | ? | 1% | ?
COc1ccccc1C(=O)N1CCC(N2CCN(c3ccccc3)CC2)CC1 | -5% | -1% | -27%
COc1cccc(C(=O)Nc2ccc(S(=O)(=O)Nc3nccc(C)n3)cc2)c1 | -6% | 8% | -37%
Cc1csc(NC(=O)c2cc(-c3ccccc3)nc3ccccc23)n1 | ? | 5% | 15µM*
COc1cc(C(O)c2nc(-c3ccc(C)c(C)c3)cs2)ccc1F (centres undefined) | ? | nt | ?
